Bioassay records deposited in PubChem by several laboratories.
SMARCA2 activ – increases SMARCA2 function in MMTV reporter cells. MG213 cells, MMTV-luciferase reporter, dexamethasone, overnight. activation, % at 9.1 µM. hit rate 1% among 370,000; in the data active means activation above about 7.8%;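 further: 0% = vehicle wells and 100% = reference activator wells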
ssDAF-12 act – activates DAF-12 receptor from parasite S. stercoralis. HEK293 ssDAF-12/GRIP1 lit1-tk-luc reporter, luminescence; % of 3 µM dafachronic acid response. activation, % at 6.8 µM. hit rate 1% among 370,000;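 active means activation above the mean over all tested compounds plus 3 SD, cut at about 0.9% in these data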;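 further: 0% = DMSO-only wells and 100% = 3 µM delta7-dafachronic acid wells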
HGIII-sPLA2 inh – Blocks human group III sPLA2 activity. Q9NZ20. QFRET BODIPY PC-A2 liposome hydrolysis, fluorescence. inhibition, % at 12.2 µM. hit rate 0.56% among 370,000. AID 743126;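 active means inhibition above mean plus 3 SD of compounds lying within the high and low control bounds, cut at about 19% in these data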;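 further: 0% = median of test compound wells and 100% = no enzyme DMSO wells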
DAX1 inh-1 – blocks DAX1 repression of SF-1 activated StAR promoter. HEK293T StAR-luciferase reporter, SF-1/DAX-1 repression relief. hit rate 1.1% among 370,000. inhibition, % at 6.8 µM. AID 652010;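 active means inhibition above the mean over all tested compounds plus 3 SD, cut at about 3.6% in these data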;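 further: 0% = DAX-1 cells with DMSO and 100% = cells lacking DAX-1 with DMSO; higher inhibition means more luminescence from relief of DAX-1 repression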
GC-A act – GC-A (human) enzyme activation | P16066 | HEK293 GC-A cells, cGMP TR-FRET, EC30 ANP; 0% at EC30 ANP, 100% saturating ANP | activation, % at 10 µM | hit rate 0.14% among 370,000; in the data active means activation above about 40%
Target sequence (P16066 whole entry, looked up): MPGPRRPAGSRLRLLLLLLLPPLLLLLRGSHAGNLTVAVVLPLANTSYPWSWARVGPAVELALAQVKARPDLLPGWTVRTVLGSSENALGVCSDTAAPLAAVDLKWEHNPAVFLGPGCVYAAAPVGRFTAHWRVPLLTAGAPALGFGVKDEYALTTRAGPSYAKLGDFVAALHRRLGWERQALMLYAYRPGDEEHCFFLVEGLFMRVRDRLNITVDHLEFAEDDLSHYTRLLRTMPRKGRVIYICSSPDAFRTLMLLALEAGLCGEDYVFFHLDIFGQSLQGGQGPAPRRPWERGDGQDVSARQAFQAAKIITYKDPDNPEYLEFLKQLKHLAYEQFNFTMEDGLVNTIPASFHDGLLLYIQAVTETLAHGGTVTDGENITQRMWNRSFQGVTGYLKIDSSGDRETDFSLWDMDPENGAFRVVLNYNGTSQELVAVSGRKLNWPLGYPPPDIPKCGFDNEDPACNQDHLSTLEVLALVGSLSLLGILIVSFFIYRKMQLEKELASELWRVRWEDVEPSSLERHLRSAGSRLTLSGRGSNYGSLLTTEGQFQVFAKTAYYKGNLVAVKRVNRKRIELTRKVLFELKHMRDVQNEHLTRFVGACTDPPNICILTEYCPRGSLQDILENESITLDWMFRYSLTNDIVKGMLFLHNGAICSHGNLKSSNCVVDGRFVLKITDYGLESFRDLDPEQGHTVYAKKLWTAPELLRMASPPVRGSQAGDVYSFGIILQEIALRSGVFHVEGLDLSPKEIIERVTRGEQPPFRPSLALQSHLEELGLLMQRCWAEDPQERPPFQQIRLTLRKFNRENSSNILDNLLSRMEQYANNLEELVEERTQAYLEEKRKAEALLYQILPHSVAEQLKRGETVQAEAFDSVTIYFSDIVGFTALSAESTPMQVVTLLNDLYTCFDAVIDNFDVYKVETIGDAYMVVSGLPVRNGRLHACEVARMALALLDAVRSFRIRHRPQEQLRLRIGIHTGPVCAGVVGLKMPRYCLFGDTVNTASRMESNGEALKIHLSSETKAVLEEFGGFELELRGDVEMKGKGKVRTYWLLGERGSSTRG
DAX1 inh-2 – inhibitors of human orphan nuclear receptor DAX1 (NR0B1); AID 504766; P51843; hit rate 0.99% among 340,000; inhibition, % at 6.75 µM; HEK293 Gal4-DAX1 luciferase reporter, luminescence;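 active means inhibition above the mean over all tested compounds plus 3 SD, cut at about 4.2% in these data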;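 further: 0% = DAX1-transfected cells with DMSO and 100% = empty-vector control cells with DMSO; inhibition shows as a rise in luminescence from relieved DAX1 repression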
hgDAF-12 ag – agonists of H. glycines DAF-12 nuclear receptor; hit rate 1.8% among 370,000; activation, % at 6.8 µM; HEK293 GAL4-hgDAF12 UAS-luciferase reporter, agonist luminescence; normalized to butyrate control; AID 687014;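 active means activation above a cutoff set at the mean of all screened compounds plus 3 SD, cut at about 10% in these data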;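 further: 0% = DMSO wells and 100% = sodium butyrate wells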
GC-B act – GC-B (human) receptor activation. P20594. HEK293-GC-B cells, CNP EC30, cGMP TR-FRET; 0% at EC30 CNP, 100% saturating CNP. activation, % at 10 µM. hit rate 0.11% among 370,000. AID 1920062;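 active means activation at 10 µM reaching about 35% in either raw or pattern-adjusted values, limit read from the data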
hcDAF12 agonist – H. contortus DAF-12 activation, primary screen | HEK293 hcDAF-12 lit1-tk-luc reporter, luminescence; 0% DMSO, 100% Δ7-dafachronic acid | activation, % at 6.8 µM | hit rate 1.4% among 370,000;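 active means activation above the mean of all tested compounds plus 3 SD, cut at about 5.5% in these data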;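 further: 100% = response to 3 µM Δ7-dafachronic acid high control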
proKLK7 act – activates the human kallikrein-7 zymogen; purified proKLK7, EDANS-DABCYL substrate fluorescence; 100% is mature enzyme control, 0% vehicle; P49862; activation, % at 7 µM; hit rate 0.9% among 370,000;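 active means activation above the mean of all tested compounds plus 3 SD, computed per campaign excluding outliers beyond control limits, cut at about 13% in these data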
GAA850 FXN act – increases GAA850 frataxin promoter reporter activity; HEK293 lucGAA850 FXN promoter luciferase reporter, 24 h; percent of 10 µM SAHA response; activation, % at 6 µM; hit rate 0.56% among 360,000; AID 540364;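 active means activation above the average of all compounds screened plus 3 SD, cutoff fixed separately per campaign, cut at about 7.5% in these data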;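 further: 0% = DMSO wells and 100% = 10 µM SAHA wells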
Active calls of the source: *; nt = not tested or not shown.

molecule,SMARCA2 activ,ssDAF-12 act,HGIII-sPLA2 inh,DAX1 inh-1,GC-A act,DAX1 inh-2,hgDAF-12 ag,GC-B act,hcDAF12 agonist,proKLK7 act,GAA850 FXN act
Cc1cccc(NC(=O)CN(C)S(=O)(=O)c2ccc(-c3ccc(=O)[nH]n3)s2)c1C,-1.0,-0.4,-15.2,-0.5,-4.2,0.3,-2.5,-3.3,-1.5,0.1,3.4
COc1ncnc2c1ncn2CCCNCC(C)c1ccccc1 (stereo unspecified),0.5,-1.2,1.6,-0.8,-1.1,0.6,1.2,-8.8,2.6,0.1,-0.9
COc1ccc(OC)c(CN2C(=O)CSCCC2(C)c2nnnn2C2CCCC2)c1 (stereo unspecified),0.4,-1.4,5.2,-0.2,-3.7,nt,1.9,0.1,4.1,0.4,nt
S=C1NC(C23CC4CC(CC(C4)C2)C3)=CC(c2ccc3c(c2)OCO3)N1 (stereo unspecified),1.4,-1.9,-1.4,0.2,0.5,0.3,3.0,0.2,0.3,-0.3,4.9
c1ccc2c(c1)Cc1cc(CN3CCOCC3)ccc1-2,6.3,0.0,-0.7,2.7,3.5,1.9,13.2*,-1.8,2.6,-0.1,5.4
COC(c1ccccc1)c1nnc(CCC(=O)N2CCN(C3CCCC3)CC2)o1 (stereo unspecified),-1.3,-0.8,1.9,0.2,3.6,0.2,2.8,0.8,2.5,-0.2,2.8
Cc1cccc(NC(=O)CN2CCN(C(=O)CN3C(=O)NC4(CCCCC4C)C3=O)CC2)c1C (stereo unspecified),-3.3,-1.5,15.0,-0.2,-1.2,0.8,-1.3,-0.3,-0.8,0.0,-0.3
Cc1ccccc1OCCCc1c(C)n[nH]c1C,-6.4,-1.5,6.4,-1.0,0.1,-1.4,-4.3,-0.2,-2.7,-0.1,1.0
CCn1nc(C)c(CN2CCC(n3nccc3NC(=O)c3ccccc3OC)CC2)c1C,3.6,-0.7,1.5,-0.4,0.5,-0.1,1.1,-2.6,1.3,-0.1,-1.8
c1ccc(COc2ncnc3c2ncn3CCCNCC(c2ccccc2)c2ccccc2)cc1,-1.3,-1.7,-10.5,0.4,-17.6,-0.6,0.7,-7.5,0.9,-0.2,-1.0
O=C(N[C@H]1C/C=C\C(c2cccc(F)c2)N(Cc2ccccc2)C(=O)C1)OCC1c2ccccc2-c2ccccc21 (stereo partly specified),-4.0,-0.3,-5.9,2.3,-4.3,1.1,1.1,-5.2,0.9,-0.3,-2.2
CC(C(=O)c1c[nH]c(C(N)=O)c1)c1ncc(C(F)(F)F)cc1Cl (stereo unspecified),-0.4,-0.9,-2.1,-0.1,1.4,2.2,2.3,1.8,-0.7,0.5,-0.4
CC(=O)Nc1ccc(NC(=O)C(C)OC(=O)/C=C/c2ccc3c(c2)OCO3)cc1 (stereo unspecified),1.8,-1.5,-4.9,0.1,-2.4,0.4,2.5,-5.7,0.9,3.0,-0.4
CCc1cc(=O)oc2c(CN3CCN(C)CC3)c(O)ccc12,1.2,-0.9,-1.5,-0.5,-0.8,-0.1,0.8,5.6,2.2,37.6*,-1.3
CNC(=O)CN(C1CCCCC1)S(=O)(=O)c1ccc(OC)c(Cl)c1,1.2,-1.4,-2.3,-1.2,-8.0,0.1,-0.4,-5.3,-0.4,-0.1,0.6
Cc1ccc(C)c(N(C)C(=O)CCS(=O)(=O)c2cccc3nonc23)c1,-2.5,-0.6,4.2,0.4,-4.0,-0.6,-2.1,10.3,-0.5,-0.1,3.0
C=CCn1c(=O)c2ccccc2n2c(SCc3nc(N)nc(Nc4ccccc4C)n3)nnc12,-2.3,-1.7,-1.0,0.6,-14.6,-1.4,-1.6,-5.1,-2.5,0.9,-1.5
COc1ccc(CCN2CC(=O)NC(=O)C2)cc1OC,-3.6,-0.6,8.7,-0.5,1.8,1.1,2.4,2.1,-1.3,0.0,1.6
Cc1cccc(C(=O)Nc2ccccc2-c2nnn(CC(=O)Nc3ccc4c(c3)OCCO4)n2)c1,-0.8,-1.7,-3.5,0.2,-13.7,0.4,-1.3,-10.0,-1.0,0.5,0.2
Cc1cc(C)c2c3c(sc2n1)C(=O)N(Cc1ccccc1)CC(=O)N3,-2.3,-1.5,2.9,0.8,-4.2,-0.6,-2.7,-0.8,-0.2,0.3,-1.9
C#CCN(C)S(=O)(=O)c1ccc(N2CCCC2)cc1Br,-4.2,-1.8,5.0,-1.4,2.2,nt,1.2,4.0,-1.8,0.4,nt
C=C1CC(C(=O)N/N=C/c2ccccc2)C1,1.2,-0.7,-0.9,0.1,1.3,1.7,0.1,-1.8,-1.6,-0.3,5.7
COc1cc(/C=N/NC(=O)C(=O)NCc2ccco2)ccc1O,-0.2,-1.3,5.1,0.4,-0.7,3.4,-0.5,-1.4,0.2,-0.1,-3.1
O=[N+]([O-])c1ccc(CSc2ncnc3c2ncn3[C@@H]2O[C@H](CO)[C@@H](O)[C@H]2O)cc1,-1.2,-1.0,-5.9,-0.5,-2.2,1.3,3.7,0.8,-0.8,0.1,0.0
CCN(CC)C(=O)C1=C(C)N(CCCOC)C(=O)C(CC(=O)NCCCCc2ccccc2)C1 (stereo unspecified),-1.6,-1.3,13.9,-1.0,0.3,1.0,2.0,7.9,3.6,-0.4,2.4
Cc1cccc(C(=O)OCC(=O)c2ccc3c(c2)OCO3)c1O,4.8,-0.2,-2.6,3.9*,-0.5,1.9,8.7,-5.1,2.6,0.2,3.1
CCn1c(NC(=O)c2ccccc2)nc2ccccc21,-1.9,2.3*,16.4,-0.7,-0.5,nt,2.7,-0.9,5.2,0.1,1.3
CCOC(=O)C1=C(C)NC(SC(C)=O)=NC1c1ccc(OC(C)=O)c(OC)c1 (stereo unspecified),-0.1,-1.1,1.7,-0.2,1.5,0.5,-1.3,5.3,1.5,-0.5,1.9
O=C(NN1C(=O)c2ccccc2NC1c1cccnc1)c1ccccc1 (stereo unspecified),0.2,-1.1,-6.9,0.2,4.3,1.7,0.8,7.4,-1.1,2.3,0.4
N#Cc1ccccc1NC(=S)NC(=O)c1cccnc1,-1.3,-0.7,-0.3,0.0,0.7,1.1,0.2,2.0,4.0,11.1,1.3
CN(C)C(=O)Cn1c(SCC(=O)NC2CCCCC2)nc2ccccc21,-0.3,-0.6,0.3,0.4,3.6,-0.4,4.3,1.1,-1.9,0.1,1.8
CCN1C(=O)/C(=C2/Sc3ccccc3N2CC)SC1=S,-1.3,-1.1,15.1,0.0,-3.0,-0.8,-1.3,10.1,-0.1,-0.1,1.1
COc1cccc(NC(=O)CSc2ccccn2)c1,4.9,0.2,-1.9,1.0,2.7,2.7,12.6*,-1.4,4.5,-0.9,2.3
COc1ccc2ccc(OC)c(/C=N/NC(=O)c3cc4ccccc4o3)c2c1,-0.2,-1.1,-6.2,0.1,-3.1,0.9,0.7,3.5,-2.0,-28.4,-1.6
COc1ccc(C(=O)Nc2ccnn2C2CCN(CC3CC=CCC3)CC2)cc1 (stereo unspecified),0.7,-1.3,5.2,3.0,-2.2,0.6,-0.2,3.5,-0.1,0.8,-0.7
COc1ccc(C(=O)n2c(-c3ccco3)nc3ccccc32)cc1,-3.5,-0.8,-3.6,-1.2,1.9,-1.5,5.6,-5.5,2.3,-1.1,-2.5
O=C(O)CC(SCc1ccc(C(=O)O)o1)C(=O)O (stereo unspecified),-7.2,-0.3,7.5,-0.6,-0.1,0.3,0.0,3.7,0.2,-0.3,1.2
CCOc1cc(CN2CCN(c3ncccn3)CC2)ccc1OC,3.1,-0.1,2.5,0.0,-1.1,-1.1,0.9,10.9,-0.7,0.0,4.3
CCc1nnc(NC(=O)CCC(=O)NCC2CCCO2)s1 (stereo unspecified),-0.1,-1.3,4.9,0.2,0.7,-0.2,-1.0,3.6,-0.3,0.0,2.7
O=C(NCc1ccccc1F)c1cccs1,-0.7,-1.6,1.1,-0.2,-4.0,0.4,1.1,-0.3,1.0,-0.5,0.4

In the list so far, 2 have a Cl atom:
molecule,SMARCA2 activ,ssDAF-12 act,HGIII-sPLA2 inh,DAX1 inh-1,GC-A act,DAX1 inh-2,hgDAF-12 ag,GC-B act,hcDAF12 agonist,proKLK7 act,GAA850 FXN act
CC(C(=O)c1c[nH]c(C(N)=O)c1)c1ncc(C(F)(F)F)cc1Cl (stereo unspecified),-0.4,-0.9,-2.1,-0.1,1.4,2.2,2.3,1.8,-0.7,0.5,-0.4
CNC(=O)CN(C1CCCCC1)S(=O)(=O)c1ccc(OC)c(Cl)c1,1.2,-1.4,-2.3,-1.2,-8.0,0.1,-0.4,-5.3,-0.4,-0.1,0.6

(cont.)
molecule,SMARCA2 activ,ssDAF-12 act,HGIII-sPLA2 inh,DAX1 inh-1,GC-A act,DAX1 inh-2,hgDAF-12 ag,GC-B act,hcDAF12 agonist,proKLK7 act,GAA850 FXN act
O=C(Cc1ccccc1F)Nc1cc(Cl)ccc1N1CCCC1,-3.0,-1.2,3.2,0.7,-11.9,0.1,-2.4,-5.7,-1.1,0.5,1.6
O=C1c2[nH]nc(-c3ccccc3O)c2C(c2cccc(Cl)c2)N1CC1CCCO1 (stereo unspecified),-2.0,-1.8,-51.3,-1.2,-47.7,-0.7,-2.6,-28.3,-1.3,0.1,-1.5
COc1ccccc1N1CCN(Cc2cc(Br)c(O)c3ncccc23)CC1,-1.5,-2.1,11.8,-4.4,3.2,-2.8,-13.8,2.6,-1.6,0.6,-0.6
O=C(O)c1cn(Cc2ccccc2)c2ccccc2c1=O,2.6,-0.2,3.5,0.7,-3.1,-0.5,0.0,0.4,1.6,0.0,-1.8
C[C@@H]1CN([C@H](C)CO)C(=O)CCCn2nncc2CO[C@H]1CN(C)C(=O)c1ccncc1,0.3,-1.2,5.4,0.4,5.2,-1.1,-2.5,9.3,-0.2,-0.8,0.6
COc1ccc(OC)c(S(=O)(=O)Nc2ccc3c(c2)OCCO3)c1,-5.5,-2.8,-5.8,-4.3,-1.4,1.6,-12.5,-2.5,-5.1,-0.5,-7.7
COc1ccc(-n2c(SCC(=O)N(CC(C)C)CC(C)C)nnc2-c2ccncc2)cc1,-4.4,-1.7,-3.2,0.2,-0.4,nt,1.0,-0.2,-1.5,0.1,nt
CNS(=O)(=O)c1ccc(NCC2COc3ccccc3O2)c([N+](=O)[O-])c1 (stereo unspecified),1.8,-1.2,-12.7,-1.0,3.0,-0.9,1.6,-1.3,1.6,0.5,1.4
Cc1ccc(S(=O)(=O)N[C@@H](Cc2ccccc2)C(=O)N2CCC(C(=O)N[C@H](C(=O)O)C(C)O)CC2)cc1 (stereo partly specified),-0.9,-0.9,2.6,-0.4,3.1,0.3,0.9,1.6,0.4,-0.1,-1.2
COc1ccc(OC)c(S(=O)(=O)n2nc(C)cc2C)c1,-1.9,0.0,5.0,-0.2,-5.0,-0.4,0.5,-0.1,0.0,0.2,-0.6
C/C(=N\Nc1nc2ccccc2[nH]1)c1ccc(C)o1,2.8,2.2*,6.7,1.0,-5.6,0.5,7.8,-2.0,7.5*,-0.3,8.4*
CC1CCN(CC[C@H]2CCCN2S(=O)(=O)c2cccc(O)c2)CC1,-1.0,-0.8,-3.6,0.5,0.7,0.5,7.3,4.0,-1.3,-0.2,-1.0
